# Cneo AK release: causes C. neoformans cell lysis; adenylate kinase release luminescence, 4 h; normalised: neutral wells 0, clomiphene wells 100; AID 651654; actives 0.2% (n = 360,000); lysis activity, % at 15 µM;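 active = mean lysis activity across replicates of at least 80%, whatever share of replicates individually reach that level; inactive = mean lysis activity below 80%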
#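 Material – log-phase Cryptococcus neoformans yeast cells · Input – 5 × 10^6 yeast cells/mL · Medium – fresh YPD growth medium · Doses – single compound concentration per well · Timing – static 4 h at 37 °C with compound, 1 h detection · Detection – adenylate kinase release luminescence · Read-out – signal increase indicating cell lysis · Control set – Clomiphene as positive lysis control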
# E-selectin induc: induces E-selectin expression in human endothelial cells; P16581; HUVEC E-selectin immunofluorescence imaging; normalized: neutral wells 0, TNF-alpha wells 100; activation, % at 7.58 µM; actives 0.37% (n = 260,000); AID 686992;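 active = mean E-selectin-positive cell signal at least 10% of the positive control, reached in at least 60% of replicates, without over 20% cell loss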;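 also: in these data hits start at about 27%; measured in HUVEC primary endothelial cells; signal is the percent of cells scored E-selectin positive by PE staining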
# Target sequence (P16581 whole entry, looked up): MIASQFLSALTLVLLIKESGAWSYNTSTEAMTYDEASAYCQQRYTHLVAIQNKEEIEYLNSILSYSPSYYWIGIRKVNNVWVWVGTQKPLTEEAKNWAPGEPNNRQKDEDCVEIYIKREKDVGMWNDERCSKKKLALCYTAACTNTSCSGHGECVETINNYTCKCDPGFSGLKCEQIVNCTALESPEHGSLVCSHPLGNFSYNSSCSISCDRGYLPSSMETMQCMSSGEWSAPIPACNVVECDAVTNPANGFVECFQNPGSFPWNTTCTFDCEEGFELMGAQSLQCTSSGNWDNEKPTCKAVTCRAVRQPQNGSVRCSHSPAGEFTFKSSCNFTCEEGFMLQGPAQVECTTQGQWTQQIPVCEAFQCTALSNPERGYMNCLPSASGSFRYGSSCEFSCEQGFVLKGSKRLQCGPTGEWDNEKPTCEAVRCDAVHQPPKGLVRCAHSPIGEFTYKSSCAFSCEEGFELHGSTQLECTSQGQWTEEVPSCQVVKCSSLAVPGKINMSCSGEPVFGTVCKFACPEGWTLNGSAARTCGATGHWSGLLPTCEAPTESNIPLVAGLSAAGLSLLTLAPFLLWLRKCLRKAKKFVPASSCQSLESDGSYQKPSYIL
#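 Assay system: HUVEC primary endothelial cells. Input: 3,000 HUVEC seeded per well. Doses: one compound dose added by pin transfer. Read-out basis: % PE-positive cells. Benchmarks: TNF-alpha high, DMSO low. Detection: immunofluorescence imaging. Buffer or medium: EGM-2, gelatin.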
# ERAP1 inh: blocks human ERAP1 aminopeptidase activity; recombinant ERAP1, Leu-AMC fluorescence, 60 min; inhibition, % at 10.7 µM; actives 0.15% (n = 340,000); AID 652197;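 active = mean replicate inhibition of at least 30%, or all replicates individually reaching that 30% level; inactive = mean below 30% and not every replicate reaching it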;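 also: 0% = neutral control wells and 100% = L-leucinethiol positive control wells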
# RAD54 branch: RAD54 (human) branch migration inhibition. RAD54 Holliday junction branch migration, FAM/BHQ fluorescence. Q92698. inhibition, % at 10.4 µM. actives 0.14% (n = 360,000);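 active = mean normalized replicate activity at least 40 and at least half of replicates scoring 40 or more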;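 also: 0% = median of neutral control wells and 100% = median of positive control wells; inhibitors cause a drop in the FAM fluorescence signal; in these data hits start at about 50%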
# PGC1a acetyl inh: PGC1a acetylation modulation, inhibitor mode; U2OS PGC1a acetylation, AlphaScreen anti-acetyl-lysine; with virally co-expressed GCN5 acetyltransferase; inhibition, % at 15.6 µM; actives 0.17% (n = 350,000);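 active = every replicate shows inhibition of at least 40%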;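 also: 0% = neutral control wells and 100% = positive control wells; some results beyond the cut were filed as inactive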
# RAD52 anneal inh: inhibitors of human RAD52 DNA annealing. inhibition, % at 18.7 µM. actives 0.46% (n = 360,000). recombinant RAD52 DNA annealing, FRET fluorescence;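 active = every replicate showing at least 50% inhibition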
# Target sequence (P43351 whole entry, looked up): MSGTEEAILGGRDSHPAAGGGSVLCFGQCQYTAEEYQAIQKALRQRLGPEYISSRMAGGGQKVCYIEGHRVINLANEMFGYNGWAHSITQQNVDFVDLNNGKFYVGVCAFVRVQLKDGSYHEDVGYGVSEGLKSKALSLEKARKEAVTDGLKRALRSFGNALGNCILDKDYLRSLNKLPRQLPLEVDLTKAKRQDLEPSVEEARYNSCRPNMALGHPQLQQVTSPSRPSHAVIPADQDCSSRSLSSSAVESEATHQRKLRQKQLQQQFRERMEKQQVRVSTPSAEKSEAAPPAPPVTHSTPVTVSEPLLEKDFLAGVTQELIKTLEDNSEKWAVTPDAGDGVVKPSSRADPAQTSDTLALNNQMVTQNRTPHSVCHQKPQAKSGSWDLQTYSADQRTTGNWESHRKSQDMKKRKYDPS
# miR-122 sensor: inhibitors of miR-122 in Huh7 cells; actives 0.3% (n = 340,000); AID 602342; activation (reporter increase), % at 12.5 µM; Huh7 miR-122 Renilla luciferase sensor, 48 h; neutral wells = 0, positive control = 100;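 active = mean replicate activation score at least 90 and every replicate individually at or above 90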;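 also: higher luciferase means less miR-122 activity so hits act as miR-122 inhibitors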
# PglD DTNB: PglD (C. jejuni) enzyme inhibition. AID 602405. purified PglD enzyme, DTNB colorimetric CoA detection. inhibition, % at 12.5 µM. actives 0.098% (n = 360,000); in the data active = inhibition above about 16%, passing the limit was not always enough; also: strong numbers were not always called active
# * marks the source's active call; other numbers are inactive results; / = no result given; & = joins results of further samples; [ ] = dose if it differs, or a comment.
SMILES,Cneo AK release,E-selectin induc,ERAP1 inh,RAD54 branch,PGC1a acetyl inh,RAD52 anneal inh,miR-122 sensor,PglD DTNB
C[C@H](CO)N1C[C@H](C)[C@@H](CN(C)Cc2cccc(F)c2)Oc2cc(-c3cccc(C#N)c3)ccc2S1(=O)=O,-1&4&3,-2.1&0.0,8&8,-4&4&8,-38&-21,-9&1&-1,4,3&1&1
CC1=CCC2C(=O)N(CCc3c[nH]c4ccccc34)C(=O)C2C1 (stereo not given),-2,/,/,3,-3,/,-4,-9
CC(C)C(NS(=O)(=O)c1ccc2c(c1)OCCO2)C(=O)NCCc1ccccn1 (stereo not given),-3,/,/,-7,-11,/,-7,-3
O=C(CN1CCN(c2ccccc2)CC1)Nc1ccccc1Cl,2,/,1,4,/,-14,-2,0
Cc1cccc2c3nc4ccccc4nc3n(CCCN3C(=O)c4ccccc4C3=O)c12,-6,/,/,-12,-4,/,-3,1
C[C@@H]1CCCCO[C@@H](CN(C)Cc2ccc3c(c2)OCO3)[C@H](C)CN([C@H](C)CO)C(=O)c2cc(NC(=O)NC3CCCCC3)ccc2O1,1,-0.2,4,-7,0,27,9[16.7 µM],0
O=C(C[C@@H]1C[C@H]2c3cc(NC(=O)CC4CC4)ccc3O[C@H]2[C@@H](CO)O1)NCc1ccccc1F,14,-0.5,1,-15,-6,-5,1[16.7 µM],1
Cc1c(CC(=O)N2CCC(C(=O)O)CC2)c(=O)oc2cc3c(cc12)CCC1(CCCCC1)O3,-2,/,3,5,3,-3,-3,0
CCN=C1SC(CC(=O)NCCc2ccc(OC)c(OC)c2)C(=O)N1CC (stereo not given),1,/,-2,1,2,-11,-4,-4
CCOC(=O)c1cnc(-n2nc(C)cc2C)nc1NC,14,/,/,8,/,/,0,5
Cc1ccc(S(=O)(=O)N(C)C[C@H]2Oc3ccc(NC(=O)Nc4ccccc4)cc3CC(=O)N([C@H](C)CO)C[C@H]2C)cc1,0,/,-1,-2,5,8,-11[16.7 µM],1
CNC(=O)c1c(Cl)cnn1-c1ccccc1,0,/,1,-4,23,-1,-7,-1
O=C(O)CCCCCNC(=O)CSc1nnc(-c2ccco2)n1-c1ccccc1,0,/,-4,-4,/,-7,/,4
CCOCCCNC(=O)C(NC(=O)CNC(C)=O)c1ccc(Cl)cc1 (stereo not given),1,/,/,0,2,/,0,-1
Cc1ccc(S(=O)(=O)Nc2cccc(C(=O)N3CCCC3)c2)cc1F,/,0.1,-5,/,4,-3,-7,/
CCN(CC)c1nc(N)c2c(N)nc(OC)cc2c1C#N,-1,0.2,/,-6,0,3,3,0
CCOCc1nnc(NC(=O)CSc2ccc(C)cc2)s1,-1,/,/,-1,1,/,4,-4
C[C@@H]1CCCCO[C@@H](CN(C)C(=O)c2ccncc2)[C@H](C)CN([C@@H](C)CO)C(=O)c2cc(NC(=O)c3ccccc3)ccc2O1,17,-0.1,0,-4,8,-8,-2[16.7 µM],-14
CC(C)NC(=O)COC(=O)c1ccc(O)cc1,-1,/,/,1,-9,/,-4,-2
S=c1[nH]cc2cnccn12,1,0.2,0,-4,/,-9,/,-5
Cc1cc(C)n(CC(O)COc2ccccc2C)n1 (stereo not given),2,-0.1,-1,6,3,-2,6,-1
Cc1nc(N)sc1-c1csc(Nc2cccc(C(=O)O)c2)n1,-2,-0.1,-19,-23,-8,-81,-16,8
N#C[C@H]1[C@@H](c2ccccc2)[C@@H](CO)N1S(=O)(=O)c1ccc(F)cc1,-1,-0.6,2,5,2,-4,/,0
Cc1cc(C)nc(NS(=O)(=O)c2ccc(NC(=O)Nc3ccccc3)cc2)n1,/,/,0,/,97*,-4,46,/
COc1ccc2[nH]c(=O)c(CN(c3ccc(C)c(C)c3)S(C)(=O)=O)cc2c1,-4,/,1,-5,13,-45,0,-2
CCCCCC(=O)Nc1ccc(C(=O)COC(=O)c2ccccn2)cc1,0,-0.3,3,-4,2,-13,-3,2
CC(C)NC(=O)N1C[C@H]2[C@@H](c3ccccc31)[C@@H](CO)N2Cc1ccc(Cl)cc1,-1,0.2,-1,4,-5,-17,-12[16.7 µM],-1
O=C(Nc1ccccc1)N1CC(=O)N2[C@H](CO)[C@@H](c3ccc(C#CC4CCCCC4)cc3)[C@H]2C1,/,0.0,-1,/,-7,-10,/,/
CC(=O)Nc1cc(-c2ccccc2N(C)C)cn2c(-c3ccc(S(C)(=O)=O)cc3)cnc12,-2,-0.2,1,3,-9,-422,-7,0
COc1cccc(C(=O)Nc2ccc3c(c2)C(=O)N(C)[C@@H]2CC[C@@H](CC(=O)NCCCN4CCOCC4)O[C@H]2CO3)c1,0,-0.1,-8,4,/,13,/,-2
CCCC(=O)OCCn1c(Br)nc2c1c(=O)[nH]c(=O)n2C,2,/,/,-1,-2,/,-3,7
O=C(NCc1cccnc1)Nc1ccccc1F,-1,/,/,10,1,/,-2,2
O=C(CSc1nc2ccccc2[nH]1)Nc1ccccc1N1CCOCC1,-3,/,/,5,2,/,-2,6
O=C(CN1CCCC1)NC(c1ccccc1)c1ccccc1,-1,0.7,12,-5,23,-9,-7,0
CN(C(=O)c1nc(-c2ccccc2)n(-c2ccccc2)n1)C1CCS(=O)(=O)C1 (stereo not given),-3,/,-1,5,-8,-16,-2,1
CCCC(=O)C1=C(O)C(C(=O)OC)C(C)(C)CC1=Nc1ccc(N)cc1 (stereo not given),1,-0.1,/,2,/,/,-33,-6
Cc1ccc(NC(=O)CS(=O)CC(=O)N2CCN(C3CCCC3)CC2)cc1 (stereo not given),7,0.1,3,8,-16,-6,-3,0
CCCc1ccc(Oc2cc(NN3CCCCC3)c([N+](=O)[O-])cc2[N+](=O)[O-])cc1,-2,-0.1,1,-5,/,-11,/,-1
CC(C)(C)C(=O)Cn1c(=O)n(-c2ccc(F)cc2F)c(=O)c2sccc21,2,-0.1,-1,-1,2,-6,6,4
COc1ccc(S(=O)(=O)N2CCN(C)CC2)cc1,1,/,0,-3,/,-18,8,-1
O=C(c1ccccc1)c1cccc(NC(=O)c2ccco2)c1,-2,/,/,-2,-2,/,2,-3
CC(C)[C@H](NC(=O)c1ccccc1)C(=O)OCc1nc2scc(-c3ccccc3)c2c(=O)[nH]1,-1,/,/,12,2,/,-1,1
Clc1ccc(COn2c(-c3ccc(Cl)cc3)nc3ccccc32)cc1,0,/,/,1,/,/,-10,1
CC(=O)C1C(c2ccc(Br)cc2)c2c(noc2C)CC1(C)O (stereo not given),5,/,0,6,-13,-10,-1,6
O=C(c1ccco1)N1CCN(C(=S)NCc2ccc(F)cc2)CC1,3,0.0,3,-1,-2,-16,1,-4
CCOC(=O)c1sc(NC(=O)CCN2CCOCC2)c(C(=O)OCC)c1C,-3,/,/,-3,10,/,-5,-4
OC(CNCc1ccncc1)c1ccccc1 (stereo not given),-1,0.1,3,-7,/,-14,/,-1
N#Cc1ccc(NC(=O)CSc2n[nH]c(=O)n2C2CC2)cc1,0,-2.1,2,3,/,-7,/,-5
CS(=O)(=O)Nn1cnc2ccccc2c1=O,-2,/,/,-8,4,/,-9,1
COc1ccc2nc(C)cc(N3CCOCC3)c2c1,-2,/,/,25,9,/,0,-1
Fc1ccc(Oc2nnnn2-c2ccccc2)cc1,-1,/,0,0,3,-7,/,8
Cc1ccc2c(c1)cc(CN(Cc1cccnc1)C(=O)c1ccccc1)c1nnnn12,0,6.4,4,-2,5,-6,-2,-4
O=C(CSc1nc2cc(Cl)ccc2s1)c1ccco1,-1,/,0,-4,-7,-55,/,0
FC(F)(F)c1cccc(CNC2c3ccccc3-c3ccccc32)c1,-1,-0.4,0,-8,1,-15,/,-1
COc1ccc2ccc(Oc3ncccn3)cc2c1,5,/,/,2,-5,/,-1,-2
C[C@H](CO)N1C[C@H](C)[C@@H](CN(C)Cc2ccc(Oc3ccccc3)cc2)Oc2ccc(NS(=O)(=O)c3ccc(Cl)cc3)cc2C1=O,4,-0.3,-4,-15,2,-2,-2[16.7 µM],-1
CO[C@H]1CN(C)C(=O)c2ccc(NC(=O)Nc3ccccc3F)cc2OC[C@@H](C)NC[C@H]1C,-4,-0.3,-1,9,0,12,12[16.7 µM],-3
CC1CCCCN1S(=O)(=O)c1cccc2cccnc12 (stereo not given),1,/,-1,7,-13,-11,0,3
COc1ccc(/C=C/C(=O)NC(=S)N2CCN(c3ccccn3)CC2)cc1,-4,/,1,7,3,-40,-2,-1
Cc1nnc(SCCn2c(N(C)Cc3ccccc3)nc3c2c(=O)[nH]c(=O)n3C)s1,0,/,3,1,/,-2,/,-6
Cc1cc(NC(=O)CCc2ccc(C)o2)no1,2,/,/,1,23,/,1,3
O=C(NCc1ccccc1F)C1CCCN(C(=O)NC2CCCCC2)C1 (stereo not given),2,/,/,-4,0,/,-3,2
C[C@H](CO)N1C[C@H](C)[C@@H](CN(C)CC2CCCCC2)Oc2ccc(NC(=O)Cn3cnnn3)cc2CC1=O,1,-0.2,-1,1,5,11,-4[16.7 µM],1

# Given tab-delimited: 15 of the compounds above.
compound	Cneo AK release	E-selectin induc	ERAP1 inh	RAD54 branch	PGC1a acetyl inh	RAD52 anneal inh	miR-122 sensor	PglD DTNB
O=C(CN1CCCC1)NC(c1ccccc1)c1ccccc1	-1	0.7	12	-5	23	-9	-7	0
CN(C(=O)c1nc(-c2ccccc2)n(-c2ccccc2)n1)C1CCS(=O)(=O)C1 (stereo not given)	-3	/	-1	5	-8	-16	-2	1
CCCC(=O)C1=C(O)C(C(=O)OC)C(C)(C)CC1=Nc1ccc(N)cc1 (stereo not given)	1	-0.1	/	2	/	/	-33	-6
Cc1ccc(NC(=O)CS(=O)CC(=O)N2CCN(C3CCCC3)CC2)cc1 (stereo not given)	7	0.1	3	8	-16	-6	-3	0
CCCc1ccc(Oc2cc(NN3CCCCC3)c([N+](=O)[O-])cc2[N+](=O)[O-])cc1	-2	-0.1	1	-5	/	-11	/	-1
CC(C)(C)C(=O)Cn1c(=O)n(-c2ccc(F)cc2F)c(=O)c2sccc21	2	-0.1	-1	-1	2	-6	6	4
COc1ccc(S(=O)(=O)N2CCN(C)CC2)cc1	1	/	0	-3	/	-18	8	-1
O=C(c1ccccc1)c1cccc(NC(=O)c2ccco2)c1	-2	/	/	-2	-2	/	2	-3
CC(C)[C@H](NC(=O)c1ccccc1)C(=O)OCc1nc2scc(-c3ccccc3)c2c(=O)[nH]1	-1	/	/	12	2	/	-1	1
Clc1ccc(COn2c(-c3ccc(Cl)cc3)nc3ccccc32)cc1	0	/	/	1	/	/	-10	1
CC(=O)C1C(c2ccc(Br)cc2)c2c(noc2C)CC1(C)O (stereo not given)	5	/	0	6	-13	-10	-1	6
O=C(c1ccco1)N1CCN(C(=S)NCc2ccc(F)cc2)CC1	3	0.0	3	-1	-2	-16	1	-4
CCOC(=O)c1sc(NC(=O)CCN2CCOCC2)c(C(=O)OCC)c1C	-3	/	/	-3	10	/	-5	-4
OC(CNCc1ccncc1)c1ccccc1 (stereo not given)	-1	0.1	3	-7	/	-14	/	-1
N#Cc1ccc(NC(=O)CSc2n[nH]c(=O)n2C2CC2)cc1	0	-2.1	2	3	/	-7	/	-5

# Screening results from PubChem.
